Source: PubChem
NR2E3 ag-1: human photoreceptor-specific nuclear receptor agonism; inhibition of corepressor binding, % at 3.98 µM; AID 602229; Q9Y5X4; CHO-S Gal4-NCOR/VP16-NR2E3 two-hybrid, luciferase; hit rate 0.35% among 360,000;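 active = inhibition above the mean of all tested compounds plus 3 SD, cut at about 70% in these data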;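 also: 0% = DMSO with NR2E3 transfected cells and 100% = cells lacking NR2E3 construct; higher means lower luciferase signal from less NR2E3 corepressor binding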
Target sequence (Q9Y5X4 whole entry, looked up, the tested form may be a part): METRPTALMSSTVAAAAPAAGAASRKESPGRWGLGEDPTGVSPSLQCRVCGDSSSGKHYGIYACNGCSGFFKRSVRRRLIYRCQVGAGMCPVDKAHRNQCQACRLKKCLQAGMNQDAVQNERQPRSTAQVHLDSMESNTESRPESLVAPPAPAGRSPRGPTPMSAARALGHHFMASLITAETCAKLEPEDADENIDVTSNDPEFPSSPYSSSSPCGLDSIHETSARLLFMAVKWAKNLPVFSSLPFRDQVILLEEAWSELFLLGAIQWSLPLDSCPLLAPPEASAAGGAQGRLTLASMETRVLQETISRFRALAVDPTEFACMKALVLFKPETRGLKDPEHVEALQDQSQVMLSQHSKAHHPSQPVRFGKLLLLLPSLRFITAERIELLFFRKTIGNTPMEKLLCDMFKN
HIF-2a block: inhibitors of HIF-2a; 786-0 RCC cells HIF-2a reporter, luciferase luminescence, overnight; inhibition, % at 18.8 µM; hit rate 0.72% among 360,000; AID 624352;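 active = inhibition of the luminescence signal of 40% or more relative to plate controls, in a single-dose primary screen at 18.75 µM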
Peg3 prom inh: Peg3 promoter activity inhibition | AID 588405 | hit rate 1.7% among 360,000 | HeLa PEG-Prom luciferase reporter, luminescence, overnight | inhibition, % at 20 µM;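 active = inhibition of at least 50% at 20 µM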
KKLEB cytotox: CF airway cell cytotoxicity counter-screen. AID 602141. activity change (cytotoxicity), % at 5 µM. KKLEB CF airway cells viability, ATPlite luminescence, overnight; hits give low values; cells stimulated with P. aeruginosa culture filtrate. hit rate 0.36% among 360,000;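 active = corrected activity change at or below -50% at 5 µM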
NR2E3 ag-2: NR2E3 (human) agonism | Q9Y5X4 | GST-NR2E3/biotin-RetCOR TR-FRET, 1536-well | inhibition of corepressor binding, % at 4.78 µM | hit rate 0.12% among 320,000 | AID 2300;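 active = percent inhibition above the cutoff of mean plus 3 SD of all tested compounds, set per screening campaign, cut at about 20% in these data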;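 also: 0% = DMSO wells and 100% = biotin wells as full block of FRET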
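Material: NR2E3–RetCOR corepressor complex / Incubation: Compound–protein incubation for 5 h at 4 °C / Dosing: compound at 4.8 µM, single dose / Detection: time-resolved FRET / Benchmarks: high control biotin, low control 0.6% DMSO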
TRAIL sens C8: caspase-8 TRAIL sensitization; inhibition (viability loss, TRAIL sensitization), % at 10 µM; NB7+C8 cells + TRAIL, ATPlite viability luminescence; AID 624354; hit rate 1% among 360,000;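 active = compounds causing at least 50% loss of cell viability in the single-dose screen, relative to plate controls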
MITF TRPM1 inh: inhibitors of MITF-driven TRPM1 promoter in melanoma cells | SK-MEL-5 TRPM1 promoter luciferase, 24 h | inhibition, % at 12.5 µM | hit rate 0.83% among 330,000;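 active = mean inhibition across replicates of 60% or more, whatever share of single replicates reaches that level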; also: values of inactives mirror those of a sister screen read the other way
iPSC survival up: enhancers of human iPSC single-cell survival; AID 602274; survival enhancement, % at 20 µM; hit rate 0.044% among 360,000; hiPSC single-cell survival, ATPlite luminescence; 100% = ROCK inhibitor wells, 0% = DMSO; in the data active = survival enhancement above about 18%;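 also: cells exposed to compounds for 16 hours before the ATP read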
Shn3 inh set2: Schnurri-3 reporter inhibition in Clone20 osteoblasts; Clone20 osteoblast Shn3 3'UTR firefly luciferase, 24 h; inhibition, % at 12.5 µM; hit rate 0.52% among 360,000; AID 588674;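 active = mean inhibition of at least 75% with every replicate also reaching 75%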;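 also: 0% = median of neutral control wells and 100% = pilot-screen positive control compound; some compounds past the cut are filed as inactive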
CF NFkB block: blocks PAF-induced NF-kB reporter in cystic fibrosis cells; KKLEB NF-kB-GFP reporter, GFP fluorescence overnight; inhibition, % at 5 µM; hit rate 0.86% among 360,000;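 active = at least 50% inhibition at 5 µM, scaled per plate between neutral and stimulator controls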;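 also: PAF is a Pseudomonas aeruginosa culture filtrate used as stimulus; plate controls were PAF-stimulated DMSO wells for no effect and unstimulated DMSO wells for full effect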
LMP1 NFkB inh: inhibitors of Epstein-Barr LMP1-induced NF-kappaB reporter; hit rate 0.69% among 350,000; LMP1-induced NF-kappaB luciferase reporter cells, luminescence; inhibition, % at 12.5 µM; in the data active = inhibition above about 41%;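 also: 0% = neutral control wells and 100% = reference inhibitor control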
* marks the source's active call; other numbers are inactive results; / = not tested or not shown. A portion of the library (hit frequency here may not be typical).

SMILES	NR2E3 ag-1	HIF-2a block	Peg3 prom inh	KKLEB cytotox	NR2E3 ag-2	TRAIL sens C8	MITF TRPM1 inh	iPSC survival up	Shn3 inh set2	CF NFkB block	LMP1 NFkB inh
COc1ccc(NC(=O)c2cc(NC(=O)C3CCCCC3C(=O)O)ccc2N2CCOCC2)cc1 (centres undefined)	15.0	2.6	-7.6	15.9	1.8	-5.4	7.0	-0.3	1.0	-19.8	-9.9
Nc1ccc(-n2nncc2-c2ccco2)cc1	-21.8	23.8	9.2	-11.1	0.3	-9.5	-11.2	3.2	16.4	3.9	-5.7
COc1ccc(N=C2C=CC(=O)O2)cc1	-31.7	-7.8	13.4	-2.3	/	5.6	7.6	-1.1	-15.5	14.2	-4.8
O=C(CSc1ncn[nH]1)Nc1ccc(Br)cc1F	-14.2	-57.3	-42.3	11.1	-1.6	-13.6	-11.7	1.4	-34.9	-9.9	-7.2
CCc1ccccc1Nc1nc(N)nc(COC(=O)CCC(=O)c2ccc(F)cc2)n1	-10.9	-1.8	1.1	3.3	1.2	14.4	-12.4	0.4	2.0	24.7	0.1
CCC(Sc1nc2sc(C(=O)OC)c(C)c2c(=O)n1N)C(=O)NCC1CCCO1 (centres undefined)	-4.0	2.6	0.8	8.9	5.8	-6.3	8.9	4.3	3.5	-1.8	5.4
O=C(COC(=O)C1CC2CCCC(C1)C2=O)NNC(=O)c1ccc([N+](=O)[O-])cc1 (centres undefined)	12.6	4.2	-1.1	19.3	-1.3	0.1	7.7	-0.5	-12.8	-2.1	-1.7
COc1ccccc1-n1cnnc1SC(C)C(=O)Nc1ccc(NC(C)=O)cc1 (centres undefined)	-24.1	7.0	4.7	-6.8	0.3	-0.3	-8.7	-1.3	4.0	4.9	-5.0
CC(/C=N/n1c(-c2n[nH]c3c2CCC3)n[nH]c1=S)=C\c1ccco1	9.2	7.5	17.6	-11.8	2.0	20.1	5.0	-0.5	1.9	-12.3	2.8
O=C(CN1C(=O)c2cccc3cccc1c23)NC1CCCC1	8.2	13.1	-6.6	-2.2	-7.8	-6.0	/	-0.5	8.5	5.6	4.2
O=S(=O)(c1ccc(NC(=S)NCc2ccncc2)cc1)N1CCCCC1	-44.2	8.3	12.0	-3.6	-1.4	17.2	9.0	0.0	31.4	10.5	8.2
COCC(=O)n1cc(C(=O)OC)c2ccccc21	-28.9	-3.0	-16.0	3.2	-0.6	-4.4	1.0	1.7	-4.2	-8.2	6.7
N#CCCN1CCCc2cc(N=Nc3ccc(C(F)(F)F)cc3)ccc21	-33.5	-339.2	-212.5	-1.2	-0.7	10.2	-57.8	0.5	-27.1	-15.8	-37.6
O=C(Nc1cccc(S(=O)(=O)NC2=NCCCCC2)c1)c1cccnc1Cl	4.0	14.2	12.8	-8.1	-0.5	-8.2	-1.3	-0.4	5.7	-5.6	-0.9
Cc1ccc(C)c(N2CCN(S(=O)(=O)c3c(C)noc3/C=C/N(C)C)CC2)c1	2.1	14.7	3.1	9.4	5.4	-2.3	5.7	-2.4	7.2	14.3	-2.1
COc1ccc(/C=C2\CCc3ccccc3C2=O)cc1Cn1nc(C)cc1C	7.1	9.3	20.5	-3.5	1.0	7.7	12.7	0.6	-0.9	1.1	5.6
CN(C(=O)c1ccc(NC(=O)Cc2ccc(NC(=O)C3CCN(C(=O)C4CCC4)CC3)cc2)cc1)C1CCCC1	-11.3	-3.6	-0.4	14.5	/	-1.1	5.5	4.7	7.3	2.9	7.6
COc1cccc(CNc2nc3cc(-c4ccc(C(=O)N5CCN(C)CC5)cc4)sc3c(=O)n2C)c1	-9.9	17.8	34.1	-6.8	/	6.1	/	2.3	3.3	-35.1	/
Cc1ccc(CNC(=O)c2ccc(NC(=O)C3=CSCCO3)cc2)cc1	-33.5	-59.0	-115.8	-15.9	-0.5	7.6	-18.4	-0.3	-11.6	-10.9	-7.0
Cc1ccc(S(=O)(=O)/N=C2\C=C(NS(=O)(=O)c3ccc(C)cc3)C(=O)c3ccccc32)cc1	-12.6	-1.7	12.5	-18.8	/	-6.2	/	-1.2	6.2	68.9*	-0.5
CC1(C(=O)NS(=O)(=O)C2CC2)CCN(C(=O)c2cc(F)cc(F)c2)C1 (centres undefined)	3.1	10.0	4.0	-1.9	/	-13.5	/	-0.5	-0.8	-15.1	/
CCc1cc(=O)oc2cc(C)cc(OCC(=O)NC3CCN(Cc4ccccc4)CC3)c12	4.8	17.0	0.8	-0.4	3.1	9.7	-18.7	-0.2	22.3	-5.8	7.0
CC[C@@]1(C(=O)OC)N[C@H](CN(C)S(=O)(=O)c2ccccc2)[C@@H]2C(=O)N(Cc3ccccc3)C(=O)[C@@H]21	0.3	5.6	-3.7	-8.5	/	-13.6	0.1	-0.4	-1.5	-19.3	-1.4
COc1ccc(CCN(C)S(=O)(=O)c2ccc(Cl)nc2)cc1OC	-9.6	20.2	0.3	-0.1	-0.8	-0.4	9.0	1.8	7.8	2.0	4.8
NC(=O)C1CCCN(C(=O)CCCNC(=O)c2ccc(Cl)cc2)C1 (centres undefined)	-10.1	2.8	9.3	9.1	-1.0	12.1	-8.3	-0.1	15.5	1.6	6.0

Reprinted from the listing (seven entries):
SMILES	NR2E3 ag-1	HIF-2a block	Peg3 prom inh	KKLEB cytotox	NR2E3 ag-2	TRAIL sens C8	MITF TRPM1 inh	iPSC survival up	Shn3 inh set2	CF NFkB block	LMP1 NFkB inh
Cc1ccc(CNC(=O)c2ccc(NC(=O)C3=CSCCO3)cc2)cc1	-33.5	-59.0	-115.8	-15.9	-0.5	7.6	-18.4	-0.3	-11.6	-10.9	-7.0
Cc1ccc(S(=O)(=O)/N=C2\C=C(NS(=O)(=O)c3ccc(C)cc3)C(=O)c3ccccc32)cc1	-12.6	-1.7	12.5	-18.8	/	-6.2	/	-1.2	6.2	68.9*	-0.5
CC1(C(=O)NS(=O)(=O)C2CC2)CCN(C(=O)c2cc(F)cc(F)c2)C1 (centres undefined)	3.1	10.0	4.0	-1.9	/	-13.5	/	-0.5	-0.8	-15.1	/
CCc1cc(=O)oc2cc(C)cc(OCC(=O)NC3CCN(Cc4ccccc4)CC3)c12	4.8	17.0	0.8	-0.4	3.1	9.7	-18.7	-0.2	22.3	-5.8	7.0
CC[C@@]1(C(=O)OC)N[C@H](CN(C)S(=O)(=O)c2ccccc2)[C@@H]2C(=O)N(Cc3ccccc3)C(=O)[C@@H]21	0.3	5.6	-3.7	-8.5	/	-13.6	0.1	-0.4	-1.5	-19.3	-1.4
COc1ccc(CCN(C)S(=O)(=O)c2ccc(Cl)nc2)cc1OC	-9.6	20.2	0.3	-0.1	-0.8	-0.4	9.0	1.8	7.8	2.0	4.8
NC(=O)C1CCCN(C(=O)CCCNC(=O)c2ccc(Cl)cc2)C1 (centres undefined)	-10.1	2.8	9.3	9.1	-1.0	12.1	-8.3	-0.1	15.5	1.6	6.0

The list goes on:
SMILES	NR2E3 ag-1	HIF-2a block	Peg3 prom inh	KKLEB cytotox	NR2E3 ag-2	TRAIL sens C8	MITF TRPM1 inh	iPSC survival up	Shn3 inh set2	CF NFkB block	LMP1 NFkB inh
CCCC(=O)NCn1nnc(-c2ccc(Cl)cc2)n1	-22.9	-10.6	-2.3	-2.4	/	-1.5	3.4	-0.6	-4.4	13.5	-2.9
COc1cc2[nH]c(=S)n(C3CCCC3)c(=O)c2cc1OC	-22.2	9.3	10.1	-7.3	2.4	-0.7	5.7	-2.2	-4.4	16.2	8.4
Cc1ccc(SCC(=O)NN=C2CCN(C)CC2)cc1	-12.3	7.5	-1.5	1.3	3.5	-2.9	-1.5	-0.2	10.1	4.5	-1.7
O=C(Nc1nccs1)c1ccc[nH]c1=O	-20.4	-105.4	-84.3	3.8	2.4	15.8	-14.1	2.2	-10.2	1.5	6.0
CCCn1c(SCC(=O)N2CCc3ccccc32)n[nH]c1=O	-6.0	-20.6	-22.9	-13.1	/	-13.5	-8.8	-1.8	-6.3	0.7	-13.6
C=CCN(C(=O)CCS(=O)(=O)c1cccc2nsnc12)c1ccccc1	-6.1	9.9	2.3	7.4	2.8	3.9	12.6	0.7	-3.9	-12.6	-5.6
Cc1ccccc1S(=O)(=O)N1[C@@H](c2ccc(F)cc2)C(C(=O)O)=CC[C@H]1c1ccc(Cl)cc1	-9.3	19.9	7.9	-1.2	-7.8	-13.1	3.7	0.4	3.2	22.4	-9.7
COc1ccc(CNS(=O)(=O)NCc2ccc(C)cc2)cc1OC	-3.3	16.4	10.4	2.3	0.1	-9.4	7.4	-0.5	35.6	2.7	10.5
COC(=O)/C(C#N)=C\c1c(OC)[nH]c2ccccc12	13.0	4.7	29.3	16.5	0.7	-32.2	-9.9	0.6	13.6	-48.7	-0.1
Cc1cc(OCCCCNC(C)C)cc(C(C)C)c1	24.9	23.4	-0.9	-6.9	1.1	14.2	-1.3	-0.8	-20.1	19.3	-4.1
Cc1ccccc1NC(=O)c1ccc(CN2CCc3ccccc3C2)cc1	-4.8	3.9	28.1	5.0	2.2	0.3	-4.0	7.2	15.7	-22.4	14.3
CCOc1ccc(S(=O)(=O)NCCC(=O)NCC(c2ccco2)N2CCCCC2)cc1 (centres undefined)	14.8	9.4	10.2	13.0	-2.9	-0.3	7.8	-0.3	-6.1	-8.8	-1.0
O=C(NCc1ccncc1)C(=O)NCc1ccncc1	-13.7	7.5	8.8	2.1	-0.2	2.1	-12.8	1.4	-6.3	-16.3	-5.9
Cc1ccc(S(=O)(=O)N(C)C)cc1NC(=O)C(C)OC(=O)c1cc[n+]([O-])cc1 (centres undefined)	10.7	9.3	7.2	11.9	/	-12.4	3.8	0.5	3.2	-2.1	-1.3
COc1ccccc1NC(=O)CN(c1ccccc1)S(=O)(=O)c1ccccc1	14.6	18.1	26.0	4.3	1.2	3.7	-10.4	1.0	14.3	6.7	-3.9
COc1ccc(CCNc2c([N+](=O)[O-])c(=O)oc3ccccc23)cc1OC	-17.6	19.3	-10.9	-1.4	2.2	22.2	9.5	0.0	16.5	3.4	7.3
COc1ccc(CC(=O)N2CCC(C)(C(=O)NS(=O)(=O)C3CC3)C2)cc1OC (centres undefined)	-4.5	5.4	4.2	10.6	/	9.6	/	3.2	14.2	-18.6	/
Fc1ccc(-c2cnc[nH]2)cc1	4.0	-86.1	-49.6	3.2	3.8	-27.2	-22.9	1.0	-38.6	0.8	-10.1
Cc1cc(C(=O)CSc2n[nH]c(N)n2)c(C)n1-c1cccc(F)c1	-27.2	-147.4	-113.4	4.4	4.8	15.3	-27.9	0.3	-28.6	-1.5	-11.1
Cc1cc(OCC(=O)N2CCC(C(=O)O)CC2)c2c(C)cc(=O)oc2c1	18.0	23.9	-9.5	7.1	2.0	-15.5	/	-1.1	3.5	-17.8	-6.7
COc1ccc(-c2ncccc2O)cc1	-16.5	-44.5	-33.1	-5.4	1.9	-14.1	-7.1	0.4	-13.4	5.9	-3.8
CC1(NC(=S)Nc2ccc(NC(=S)NC3(C)CCS(=O)(=O)C3)cc2)CCS(=O)(=O)C1 (centres undefined)	-3.5	21.5	-3.8	-0.5	-1.5	3.9	/	-0.7	3.0	1.7	/
Cc1cc(C)nc(/N=C2\NC(=O)CC(C(=O)O)N2c2ccc(Cl)cc2)n1 (centres undefined)	-52.6	12.8	17.3	4.4	-0.8	-5.8	-3.7	1.4	-8.0	-11.7	-1.5
